KCC2 mod – KCC2 cotransporter modulators, thallium flux, primary screen, cell-based, HEK293 KCC2, FluoZin-2 fluorescence, MLSMR; KCC2 cells, thallium flux FluoZin-2 fluorescence; Solute carrier family 12 member 5 (Homo sapiens), Q9H2X9; AID 1456, 2008; hit rate 2.2% among 190,000; B-score of Tl+ flux slope (higher = more flux/activation; lower = inhibition) at 10 µM;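 active = thallium flux slope and its plate-corrected score both differing from the plate sample mean at a set confidence after two filtering rounds, in either direction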;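 also: slope of fluorescence scaled to starting intensity during 10 to 20 s after thallium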
Target sequence (Q9H2X9 whole entry, looked up): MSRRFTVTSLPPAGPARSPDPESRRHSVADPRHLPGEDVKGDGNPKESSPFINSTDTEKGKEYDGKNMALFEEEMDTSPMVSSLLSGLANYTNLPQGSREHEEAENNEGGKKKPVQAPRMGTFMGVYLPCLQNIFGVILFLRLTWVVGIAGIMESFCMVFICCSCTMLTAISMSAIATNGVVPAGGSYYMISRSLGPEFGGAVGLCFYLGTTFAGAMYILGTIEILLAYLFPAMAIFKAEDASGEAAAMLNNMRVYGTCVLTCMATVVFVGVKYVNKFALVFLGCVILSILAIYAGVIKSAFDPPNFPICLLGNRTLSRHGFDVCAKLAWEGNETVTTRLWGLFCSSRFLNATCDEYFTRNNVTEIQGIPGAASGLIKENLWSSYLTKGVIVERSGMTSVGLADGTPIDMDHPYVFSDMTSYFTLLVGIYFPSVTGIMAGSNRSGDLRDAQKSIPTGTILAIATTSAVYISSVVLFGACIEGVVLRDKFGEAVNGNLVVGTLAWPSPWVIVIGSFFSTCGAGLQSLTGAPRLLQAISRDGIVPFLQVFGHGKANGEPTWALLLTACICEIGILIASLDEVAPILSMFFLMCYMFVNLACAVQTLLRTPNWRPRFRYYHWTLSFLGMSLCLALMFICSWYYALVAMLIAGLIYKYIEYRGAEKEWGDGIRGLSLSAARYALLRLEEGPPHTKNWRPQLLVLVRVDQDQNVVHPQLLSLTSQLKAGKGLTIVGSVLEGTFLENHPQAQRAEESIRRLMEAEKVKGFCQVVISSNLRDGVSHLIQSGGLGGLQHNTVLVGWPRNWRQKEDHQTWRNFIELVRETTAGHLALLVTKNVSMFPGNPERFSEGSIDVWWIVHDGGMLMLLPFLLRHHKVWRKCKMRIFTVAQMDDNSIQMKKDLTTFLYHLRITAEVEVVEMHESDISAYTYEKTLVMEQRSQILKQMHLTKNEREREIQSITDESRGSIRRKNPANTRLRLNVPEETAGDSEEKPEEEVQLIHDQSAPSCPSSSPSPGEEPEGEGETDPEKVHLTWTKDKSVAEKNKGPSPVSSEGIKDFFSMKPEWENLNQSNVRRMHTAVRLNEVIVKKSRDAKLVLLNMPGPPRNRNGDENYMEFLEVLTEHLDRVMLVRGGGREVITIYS
Furin inh – human furin inhibitors, primary screen, biochemical, fluorescence intensity; P09958; purified furin, fluorogenic substrate cleavage; inhibition, % at 30 µM; hit rate 0.061% among 220,000; in the data active = inhibition above about 25%; also: inactives centre near -15
m-calpain inh – inhibitors of pig calpain II, primary screen, biochemical, fluorogenic peptide substrate, 1536-well; purified calpain II, 30 min; hit rate 0.37% among 220,000; inhibition, % at 16 µM;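 active = inhibition above about 50%, limit read from the data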
thrombin 1536 – human alpha-thrombin inhibitors, primary screen, counter-screen for coagulation protease inhibitor project, biochemical, 1536-well, fluorogenic AMC substrate. Boc-VPR-AMC fluorogenic substrate cleavage. inhibition, % at 5 µM. hit rate 0.26% among 220,000;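 active = inhibition at or above 40%; inactive = inhibition below 40%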;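 also: 0% = enzyme with no compound and 100% = wells without enzyme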
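Material: Human alpha-thrombin protein | Buffer or medium: pH 7.5 Tris-saline with Tween 20 | Reagent: Boc-VPR-AMC substrate, 15 µM final | Schedule: Reaction at ambient temperature | Detection: AMC fluorescence at 355 nm excitation and 460 nm emission | Evaluation: Percent inhibition scaled between no-compound controls and no-enzyme blanks | Controls: no-compound enzyme wells and no-enzyme blanks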
TRPML3 agonist – human TRPML3 channel agonists, primary screen, cell-based, HEK293 TRPML3-YFP, Fluo-8 calcium fluorescence, 3 µM. AID 1448, 2008. hit rate 0.29% among 220,000. Mucolipin-3 (Homo sapiens), Q8TDD5. activation, % at 3 µM. 100% = the carbachol control signal;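 active = activation above its plate's cutoff, the mean activation of the plate's test wells plus 3 SD, cut at about 12% in these data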;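 also: 0% = DMSO only wells and 100% = carbachol wells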
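Test system: HEK293 cells stably carrying human TRPML3-YFP; Doses: single dose, 3 µM final nominal compound, 0.3% DMSO final; Schedule: dye loading 1 h 37 °C then 30 min ambient, 125 s read; Technique: Fluo-8 calcium fluorescence; Benchmarks: high control carbachol 87 µM, low control DMSO.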
EBV gp42 inh – Epstein-Barr virus gp42 inhibitors, primary screen, biochemical, uHTS, fluorescence polarization; Fluorescence polarization binding assay, mP read-out; hit rate 0.42% among 220,000; Glycoprotein 42 (Epstein-Barr virus (strain AG876)), Q1HVG2; inhibition, % (tested at 21.74 µM); in the data active = inhibition above about 50%
PPC-1+TRAIL kill – compounds killing PPC-1 cancer cells with TRAIL present, primary screen, TRAIL potentiator project, ATPLite luminescence, uHTS; PPC-1 cells + TRAIL, ATPLite viability luminescence; cell killing (% activity), % at 4 µM; hit rate 0.41% among 220,000; AID 1443, 2008;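 active = cell killing above 50% in the first pass at 4 µM, then a duplicate retest at 5 µM averaging 50% or more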;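 also: plate controls were cells with TRAIL plus DMSO for no effect and medium-only wells lacking cells for full effect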
TbHK1 inh – Trypanosoma brucei hexokinase 1 inhibitors, primary screen, biochemical, G6PDH-coupled NADH absorbance, MLSCN library. AID 1430, 2008. inhibition, % at 10 µM. hit rate 0.11% among 220,000. recombinant TbHK1, G6PDH-coupled NADH A340. hexokinase 1 [Trypanosoma brucei];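 active = inhibition of 50% or more in the single-dose primary screen; inactive = inhibition below 50%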
zfTRPN1 agonist – zebrafish TRPN1 channel agonists, primary screen, cell-based, HEK293, calcium fluorescence; transient receptor potential cation channel N1 (TRPN1/NompC), Danio rerio; HEK293 zebrafish TRPN1-YFP, Fluo-8 calcium fluorescence; 100% = response to 87 µM carbachol; activation, % at 3 µM; hit rate 0.18% among 220,000;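 active = activation above its plate's cutoff, the mean activation of test wells on that plate plus 3 SD, cut at about 19% in these data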;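 also: 0% = DMSO alone and 100% = 87 µM carbachol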
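System: zebrafish TRPN1-YFP in HEK293 cells / Dosing: 3 µM single point / Timing: dye loading 1 h at 37 °C, then 30 min room temperature / Signal: Fluo-8 calcium fluorescence, excitation 470-495 nm, emission 515-575 nm / Read-out basis: percent activation from peak over basal fluorescence ratio, control-normalized / Control set: high carbachol 87 µM, low DMSO alone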
* marks the source's active call; other numbers are inactive results; / = no result given; [ ] = another dose, or the depositor's remark. This is a random part of the collection; overall some 3.6% were active at least once.

SMILES	KCC2 mod	Furin inh	m-calpain inh	thrombin 1536	TRPML3 agonist	EBV gp42 inh	PPC-1+TRAIL kill	TbHK1 inh	zfTRPN1 agonist
C/C=C/C(=O)OCC(=O)Nc1ccccc1Br	1.2	-22	-13	-4	0.5	-11	8	-6	-0.9
COc1ccc(-c2cn3cc([N+](=O)[O-])ccc3n2)cc1OC	0.66	-23	-9	-6	0.5	-10	29	-7	0.9
CCOc1ccc2[nH]c(=O)c(CN(CCc3ccccc3)C(=O)c3cnccn3)cc2c1	-0.63	-19	-9	-5	0.5	-16	9	-20	0.3
Fc1ccc(-c2nnc3ccccn23)cc1	0.028	-14	-6	6	0.8	-18	26	-5	0.4
O=C(NC(=S)Nc1ccc(N2CCOCC2)cc1)c1ccc2c(c1)OCCO2	0.44	-22	-4	-2	1.5	-15	25	0	3.5
COC(=O)c1ccccc1NC(=O)c1cc(-c2cccs2)on1	/	-24	26	-3	0.9	-22	9	2	1.5
Cc1onc(-c2ccccc2)c1C(=O)Nc1ccncc1	1.8	-13[20 µM]	-23	2	0.1	-8	8	6	0.4
N#CC(C#N)=C(Nc1ccc(F)cc1)SCc1cccc(F)c1	-5.1*	-13	18	5	21*	0	24	-5	25*
Cc1cc(CNC(=O)CC2C(=O)NCCN2CC(C)(C)C)nn1C (centres undefined)	/	-26	-10	-2	1.0	21	17	1	0.4
O=C(c1ccc(Cl)cc1)C1CCCN(C(=O)c2csnn2)C1 (centres undefined)	-0.9	-22	-15	0	0.3	10	16	1	-1.3
COc1cc([N+](=O)[O-])cc(/C=N\NC(=O)C2COc3ccccc3O2)c1O (centres undefined)	/	-10	1	-2	-1.6	-12	7	-9	-0.8
COc1cc(C(=O)Nc2cccc3cccnc23)cc(OC)c1OC	-1.8	-7[20 µM]	-7	-3	-0.3	-17	34	-4	0.3
CCN(CC)c1ccc2c(Cl)cc(=O)oc2c1	-0.28	-2[20 µM]	-160	-1	-0.4	-12	4	-6	-1.4
CCN1C(=O)C(O)(CC(=O)C(C)(C)C)c2cc(Br)ccc21 (centres undefined)	0.036	-4	31	3	0.9	-9	1	9	0.2
CC1CCCC(NC(=O)C2CCN(S(=O)(=O)N3CCCCCC3)CC2)C1C (centres undefined)	-0.72	-22	-3	-4	1.1	9	-7	-3	2.6
COc1ccc(NC(=O)CN(C)CC(=O)Nc2ccc(N3CCOCC3)cc2)c([N+](=O)[O-])c1	0.07	-29	-32	-5	0.1	-7	5	-7	0.4
Cc1cccc(N2CCN(C(c3ccncc3)c3nnnn3C(C)(C)C)CC2)c1C (centres undefined)	0.74	-21	-1	-2	-0.4	5	2	-4	0.8
COc1ccc(CNC(=O)C(C)NS(=O)(=O)c2ccc(C)cc2)cc1 (centres undefined)	0.51	-23	24	-3	0.6	12	16	-8	-0.7
COc1ccc(CCNC(=O)COc2ccc(C)nc2[N+](=O)[O-])cc1	0.83	-16	-21	-9	0.7	2	20	-5	0.3
COc1cc(/C=N/NC(N)=S)ccc1OCC(=O)N1CCOCC1	1	-3	31	-11	0.5	-11	9	-52	1.3
CCN(C(=O)c1cccnc1)c1ccccc1	-3.3	-10[20 µM]	9	9	1.4	-8	-8	-11	0.0
COc1ccc(OC)c(CNn2c(-c3cccc(C)c3)nc3ccccc3c2=O)c1	/	-19[20 µM]	18	0	1.6	-9	27	-7	-1.5
Cc1sc2nc3c(C(=O)N4CCCC4)cc(C(=O)c4ccccc4O)cn3c(=O)c2c1C	-1.1	-21	-88	-3	0.6	-7	7	-5	1.0
COc1ccc(OC)c(/C=C/C(=O)N2CCCc3ccccc32)c1	-0.71	-11	4	-9	-0.3	5	13	-11	-2.3
N[C@@H](CO)c1nnc([C@H](CC(=O)O)NC(=O)C2CCNCC2)o1	-0.45	-20	-4	3	0.7	-8	2	-6	1.1
COc1ccc(CNC(=O)c2ccc(SC)cc2OC)cc1	0.075	-23	-5	-12	0.2	-6	-31	6	-0.6
O=C(CCC1CCCN(Cc2ccc3c(c2)OCCO3)C1)NCc1ccccc1F (centres undefined)	-0.73	-18	15	-3	0.5	-14	8	-9	2.0
Cc1cccc(NC(=S)Nc2ccc(N3CCOCC3)cc2)c1C	1.6	-5	17	-9	0.4	8	3	6	1.1
COc1ccc(N(C)C(=S)Oc2ccc(C(=O)Nc3ccccc3)cc2)cc1	/	-16[20 µM]	1	3	0.4	-1	11	3	1.8
O=C(NNC1OC(CO)C(O)C(O)C1O)c1cccnc1 (centres undefined)	1.7	-34	-23	-7	0.7	-17	-2	2	0.9

Reprinted at random: 4 records from the list.
SMILES	KCC2 mod	Furin inh	m-calpain inh	thrombin 1536	TRPML3 agonist	EBV gp42 inh	PPC-1+TRAIL kill	TbHK1 inh	zfTRPN1 agonist
COc1ccc(N(C)C(=S)Oc2ccc(C(=O)Nc3ccccc3)cc2)cc1	/	-16[20 µM]	1	3	0.4	-1	11	3	1.8
COc1ccc(CNC(=O)c2ccc(SC)cc2OC)cc1	0.075	-23	-5	-12	0.2	-6	-31	6	-0.6
O=C(NNC1OC(CO)C(O)C(O)C1O)c1cccnc1 (centres undefined)	1.7	-34	-23	-7	0.7	-17	-2	2	0.9
COc1ccc(OC)c(/C=C/C(=O)N2CCCc3ccccc32)c1	-0.71	-11	4	-9	-0.3	5	13	-11	-2.3

The list goes on:
SMILES	KCC2 mod	Furin inh	m-calpain inh	thrombin 1536	TRPML3 agonist	EBV gp42 inh	PPC-1+TRAIL kill	TbHK1 inh	zfTRPN1 agonist
Cc1cccc(/C=C2\Oc3cc(OS(C)(=O)=O)ccc3C2=O)c1	-0.75	-19	-27	-9	0.0	2	-4	-7	0.0
N#CCSc1nc2ccccc2c(=O)n1C1CCCCC1	-1.1	-17	-32	0	-0.6	-1	1	-6	-2.0
CCn1cc(C(=O)NCc2ccc3c(c2)OCO3)c2cc(OC)c(OC)cc2c1=O	/	-7	14	-6	0.4	-223	6	5	-0.3
COc1ccc(C(=O)/C=C/c2ccc(C)cc2)c(OC(=O)c2ccc([N+](=O)[O-])cc2)c1	0.075	-10[20 µM]	-12	-5	0.3	1	-3	1	1.2
Cc1ccc(NC(=O)c2ccc3ccccc3n2)cc1S(=O)(=O)N(C)C	-0.16	-13	3	6	0.1	10	10	-7	0.0
C/C(CCc1ccc2c(c1)OCO2)=N\NC(=S)NC(C)C	1.9	-9	36	-4	0.5	-6	10	10	0.5
O=C(Oc1ccc2c3c(c(=O)oc2c1)CCCC3)c1ccco1	-1.2	-55	-367	3	0.3	-1	8	-14	0.1
Cc1cccc(OCCC(=O)Nc2ccc(S(=O)(=O)N3CCCC3)cc2)c1	/	-22	-25	-1	-0.7	-21	8	0	-0.5
N/C(=N\O)c1ccc(N2CCN(c3ncccc3C(F)(F)F)CC2)nc1	-1.9	-6	-5	-3	1.1	-8	18	-17	1.6
Cc1nc2cc(C(F)(F)F)ccc2n1C1CCN(CC(=O)NC(C)(C)C)CC1	-0.081	-9	-42	-8	1.0	-11	13	-6	3.9
O=C(NC(=S)NCc1ccccc1)c1ccccc1F	15*	-14	21	10	-0.8	7	1	3	-0.6
Cc1cc(N2CCCCC2)n2nc(C)c(-c3ccccc3)c2n1	-0.056	-18	-6	-3	-1.1	1	11	-6	-1.9
COc1cc(CC(NC(C)=O)C(=O)NC2CCN(c3c(Cc4ccccc4)c(C)nc4ncnn34)CC2)cc(OC)c1 (centres undefined)	-0.65	-19	11	0	0.9	1	-6	-9	-1.7
Cc1ccccc1C(=O)Nc1sc2c(c1C(=O)O)CCC2	0.14	-13	-2	13	1.1	-10	4	-19	0.7
COc1ccc(CSc2nnc(C)n2N)cc1Br	-0.088	-25	-2	-5	0.8	6	14	6	0.6
O=C(COC(=O)c1ccccc1NC(=O)c1ccccc1)c1ccc([N+](=O)[O-])cc1	/	-23[20 µM]	-24	0	1.2	-15	-14	9	0.2
Nc1c(NCCc2ccccc2)c2ccccc2oc1=O	0.0075	-1	-18	-15	-0.1	-9	/	-25	-0.1
O=C(CCNS(=O)(=O)c1cccs1)NCc1ccco1	/	-25	18	-3	1.1	-3	-5	-8	0.5
COc1ccc2c(c1OC)C(=O)N(c1nccs1)C2	0.46	-15	-52	0	0.2	-10	5	-6	-1.0
O=[N+]([O-])c1cccc(C2=NC(c3ccccc3)CO2)c1 (centres undefined)	-1.8	-14	-5	-7	0.5	7	11	-9	-0.3
COc1ccccc1C(=O)N1CCN(Cc2ccc3c(c2)OCO3)CC1	0.31	-4	0	3	0.6	-18	6	3	1.5
CNC(=O)/C(=C/c1ccc2c(c1)OCO2)NC(=O)c1ccc(Br)cc1	0.12	-2	0	-9	0.6	-8	-11	-25	-0.8
O=C(NC1CCCc2ccccc21)C1CCN(S(=O)(=O)c2cnc[nH]2)CC1 (centres undefined)	1.9	-12[20 µM]	-22	-9	0.6	8	15	2	0.8
CCCC12CN3CC(C)(CN(C1)C31C(=O)Nc3ccc(C)cc31)C2=O (centres undefined)	-0.063	-9[20 µM]	11	13	0.8	-17	-13	-3	0.8
O=C(COc1ccc2ccccc2c1Br)NCc1ccccn1	-1.7	-25	0	-2	0.2	7	-4	-3	0.1
Cc1ccccc1CSc1nnc(-c2ccccc2)c(=O)[nH]1	-3.5	-19	-11	-10	1.9	-4	6	0	1.4

Structural class, those above containing a furan ring, fused or not
SMILES	KCC2 mod	Furin inh	m-calpain inh	thrombin 1536	TRPML3 agonist	EBV gp42 inh	PPC-1+TRAIL kill	TbHK1 inh	zfTRPN1 agonist
O=C(Oc1ccc2c3c(c(=O)oc2c1)CCCC3)c1ccco1	-1.2	-55	-367	3	0.3	-1	8	-14	0.1
O=C(CCNS(=O)(=O)c1cccs1)NCc1ccco1	/	-25	18	-3	1.1	-3	-5	-8	0.5

An excerpt of these results, with values under each structure:
Under each structure – KCC2 mod	Furin inh	m-calpain inh	thrombin 1536	TRPML3 agonist	EBV gp42 inh	PPC-1+TRAIL kill	TbHK1 inh	zfTRPN1 agonist
> O=C(COC(=O)c1ccccc1NC(=O)c1ccccc1)c1ccc([N+](=O)[O-])cc1
  /	-23[20 µM]	-24	0	1.2	-15	-14	9	0.2
> Nc1c(NCCc2ccccc2)c2ccccc2oc1=O
  0.0075	-1	-18	-15	-0.1	-9	/	-25	-0.1
